TexasRed fluor: alters Texas Red total fluorescence, flagging assay interference. AID 1479. hit rate 0.29% among 280,000. TRb/SRC2 Texas Red total fluorescence interference. Potency, µM (series often up to 106 µM), for inactives: at the top dose fluorescence change, negative = quenching; active means well fitted curve in either direction with a large enough effect; inconclusive means small, poorly fitted or top-dose-only effect; further: on the % scale 0 is the no-effect control and ±100 the full control effect
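Flags fluorescent or light-absorbing compounds by total fluorescence, S + 2P, at 555 nm excitation and 632 nm emission. Mixture: 20 nM Texas Red SRC2 peptide, 0.6 uM human TRb LBD, 1 uM T3, 5% DMSO; compound exposure 5 h at ambient temperature.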
Tau fibril FP: inhibitors of human tau fibril formation. AID 1468. P10636. K18 P301L tau heparin fibrillization, Alexa594 FP, 6 h. Potency, µM (titrated, usually from 57.7 µM), for inactives: at the highest dose activity, negative = inhibition, hits mostly inhibitors. hit rate 0.39% among 280,000; further: on the % scale 0 is the no-effect control and ±100 the full control effect; nearly all actives have a fitted effect of over 55% in size
Target sequence (P10636 561-689 P618L limits assumed): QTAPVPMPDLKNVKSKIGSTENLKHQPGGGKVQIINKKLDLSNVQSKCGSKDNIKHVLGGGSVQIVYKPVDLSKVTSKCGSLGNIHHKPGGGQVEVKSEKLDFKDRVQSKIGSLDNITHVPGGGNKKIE
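Read-out: fluorescence polarization of Alexa 594-labeled tau (0.24 uM), 555 nm excitation, 632 nm emission. Mixtures held 15 uM unlabeled K18 P301L, compound and 20 uM heparin, pH 7 acetate buffer, incubated 6 hr at 37 C.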
RECQ1 inh: RECQ1 (human) helicase inhibition. RECQ1 DNA unwinding, red fluorescence kinetic read. Potency, µM (series often up to 57.3 µM), for inactives: at the highest dose activity, negative = inhibition, usual class: inhibitors. hit rate 0.54% among 240,000;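 further: plate controls were vehicle for no effect and no enzyme for full effect; nearly all actives have a fitted effect of over 30% in size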
Target sequence (P46063 whole entry, looked up): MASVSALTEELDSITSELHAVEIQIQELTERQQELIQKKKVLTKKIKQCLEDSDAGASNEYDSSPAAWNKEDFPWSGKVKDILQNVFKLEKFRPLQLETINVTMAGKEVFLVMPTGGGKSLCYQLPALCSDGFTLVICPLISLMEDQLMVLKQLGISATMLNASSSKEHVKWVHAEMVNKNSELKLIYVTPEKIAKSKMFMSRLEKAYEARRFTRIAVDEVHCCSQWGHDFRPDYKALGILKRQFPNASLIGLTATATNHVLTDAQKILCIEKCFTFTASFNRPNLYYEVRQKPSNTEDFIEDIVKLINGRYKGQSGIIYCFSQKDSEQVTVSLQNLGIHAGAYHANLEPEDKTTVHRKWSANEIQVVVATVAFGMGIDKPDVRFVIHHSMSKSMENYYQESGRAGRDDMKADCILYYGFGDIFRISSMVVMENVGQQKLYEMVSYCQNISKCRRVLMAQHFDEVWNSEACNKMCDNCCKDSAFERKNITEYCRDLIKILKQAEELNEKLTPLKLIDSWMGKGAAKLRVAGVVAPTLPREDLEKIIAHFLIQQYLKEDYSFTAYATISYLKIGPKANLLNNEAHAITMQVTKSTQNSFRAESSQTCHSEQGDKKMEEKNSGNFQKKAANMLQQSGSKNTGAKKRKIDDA
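RECQ1T1 50 nM; forked duplex (20 bp + 30-nt ss tails) 200 nM, ATP 2 mM final; pH 8.0, 2 mM MgCl2, 2.5 ug/ml poly(dI-dC); 15 min compound preincubation; discontinuous kinetic read over 2 h at RT.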
HTT ATP protect: cytoprotection in Huntington HTT-Q103 PC12 cell model. hit rate 0.14% among 230,000. Potency, µM (titrated, usually from 56.4 µM), inactives show cytoprotection (ATP increase), usual class: activators. PC12 HTT-Q103 induced, cytoprotection, ATP luminescence, 40 h;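 further: % of control where 0% means no effect; nearly all actives have a fitted effect of over 45% in size; toxic huntingtin expression switched on by the ecdysone agonist tebufenozide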
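Rat PC12, Q103 Htt exon1-GFP fusion, ecdysone promoter; tebufenozide inducer 100 nM final; compound titration; qHTS, 1500 cells/well; ATPlite luminescent read.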
Tau fibril ThT: tau fibrillization inhibition (ThT binding); P10636; recombinant tau K18 P301L, heparin-induced fibrillization, ThT fluorescence; Potency, µM (highest dose often 57.4 µM), without a hit: at the top dose activity, negative = inhibition, hits mostly inhibitors; hit rate 2.1% among 270,000; AID 1460; further: on the % scale 0 is the no-effect control and ±100 the full control effect; nearly all actives have a fitted effect of over 55% in size
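Heparin-induced (20 uM) aggregation of recombinant human K18 P301L tau, 15 uM unlabeled with 0.24 uM labeled, pH 7 acetate buffer, 6 hr at 37 C with compound. Fibrils quantified by 30 uM ThT fluorescence after 1 hr ambient incubation.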
TRb-SRC2 inh: TRbeta-SRC2 interaction inhibition; TRbeta-SRC2 peptide binding, fluorescence polarization; receptor liganded with 1 µM T3; Potency, µM (top dose mostly 106 µM), for inactives: at the top dose activity change, negative = inhibition, most hits filed as inhibitors; hit rate 0.065% among 280,000; AID 1469;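 further: plate controls were bound peptide for no effect and peptide without receptor for full effect; nearly all actives have a fitted effect of over 50% in size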
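Decrease in fluorescence polarization of 20 nM Texas Red SRC2 coactivator peptide flagged inhibition of its binding to 0.6 uM TRb LBD; 1 uM T3 included, incubation 5 hr, ex 555/em 632 nm.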
L3MBTL1 inh: inhibitors of human L3MBTL1. AlphaScreen L3MBTL1–H3K9me1 peptide binding. hit rate 0.66% among 230,000. Potency, µM (highest dose often 57.1 µM), for inactives: at the highest dose activity, negative = inhibition, most hits filed as inhibitors. AID 485360; further: on the % scale 0 is the no-effect control and ±100 the full control effect; nearly all actives have a fitted effect of over 60% in size
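Read-out is AlphaScreen signal from streptavidin donor and nickel chelate acceptor beads (10 ug/mL final each) bridging L3MBTL1 (50 nM) and biotinylated K9-monomethylated H3(1-15) peptide (75 nM), after 30 min compound exposure at room temperature.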
Tau fluor counter: counter-screen for tau fibril formation inhibitors; tau K18 P301L (four-repeat tau fragment) Alexa594 fluorescence, heparin fibrillization; Potency, µM (top dose mostly 57.7 µM), inactives show top-dose activity change, negative = decrease; hit rate 0.93% among 280,000; AID 1463; further: on the % scale 0 is the no-effect control and ±100 the full control effect; nearly all actives have a fitted effect of over 55% in size
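Human K18 P301L tau (15 uM unlabeled plus 0.24 uM Alexa 594-labeled, final) in 100 mM sodium acetate pH 7 was mixed with compound and 20 uM heparin and incubated 6 hr at 37 C.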
Numbers without * were called inactive; i = inactive; ? = inconclusive; . = not tested or not shown; [ ] = dose if it differs, or a comment. Unless noted, the call rests on the fitted dose curve; in most records, active means well fitted curve in the direction sought with a large enough effect; inconclusive means small, poorly fitted or top-dose-only effect, or another doubt; inactive means no such curve, though single readings can be large; an effect the other way counts as inactive or inconclusive. Potency means the concentration at half of the fitted maximal effect. A portion of the library. The share of hits here may be higher or lower than overall.

Screens in order – TRb-SRC2 inh | Tau fibril FP | RECQ1 inh | TexasRed fluor | Tau fluor counter | Tau fibril ThT | HTT ATP protect | L3MBTL1 inh
1. CCSc1ccccc1C(=O)Nc1ccc(S(=O)(=O)NC(C)=O)cc1
 : -4% | -12% | i | -3% | -11% | ? | 3%[10 µM] | 5%
2. COc1ccc(NC(=O)c2nc3nc(C)cc(C(F)F)n3n2)cc1OC
 : -16% | 6% | -6% | -3% | 4% | 6% | 6%[10 µM] | -3%
3. Cn1nnnc1SCCNCc1ccc(Cl)c(Cl)c1
 : 1% | -4% | . | -13% | -11% | -9% | . | .
4. Cn1nnc(NC(=O)c2ccc(C(C)(C)C)cc2)n1
 : -18% | -10% | 20µM* | -3% | -7% | -8% | -39%[10 µM] | 4%
5. CCC(C)(C(=O)NC1CCCCC1)N(C(=O)CNC(C)=O)c1c(C)n(C)n(-c2ccccc2)c1=O (configuration not stated)
 : -3% | -4% | -4% | 5% | -7% | -5% | 17%[10 µM] | 6%
6. CC(C)(C)NC(=O)COC(=O)c1ccc(F)cc1Cl
 : 0% | 1% | -4% | -3% | -6% | -5% | -11% | .
7. CCOc1ccccc1NC(=O)c1nn(-c2ccc(C)cc2)c(=O)n(C)c1=O
 : 8% | 2% | . | -30% | 9% | 6% | . | .
8. COc1ccc(NC(=S)NC2CC3CCC(C2)N3Cc2ccco2)cc1 (configuration not stated)
 : -3% | -9% | 7% | -2% | -12% | -11% | 5%[10 µM] | -10%
9. COc1ccccc1C(=O)Nn1cnc2ccccc2c1=O
 : -11% | -4% | -11% | -1% | -4% | -13% | 6% | 0%
10. O=C(c1ccccc1)N1CCN(C(=S)NCc2ccco2)CC1
 : -5% | -6% | -7% | -7% | -1% | 0% | -15% | -10%
11. Cc1[nH]c(=S)[nH]c(=O)c1CCCO
 : 3% | 2% | 1% | -1% | -3% | -6% | -9%[10 µM] | -6%
12. COCCN(C(=S)Nc1cccc(C)c1C)C(C)c1ccco1 (configuration not stated)
 : -3% | 13% | -11% | -2% | -7% | -5% | ? | .
13. Cc1ccc(S(=O)(=O)N2CCOCC2)cc1C(=O)N1CCN(S(=O)(=O)c2cccs2)CC1
 : 4% | -16% | 8% | -1% | -6% | 1% | 6%[10 µM] | .
14. O=C(N=C1SCC(=O)N1c1ccccc1Cl)c1ccco1
 : 28% | 0% | 18µM* | ? | -10% | -15% | -20% | -18%
15. COC(=O)c1c(NC(=O)CCCOc2ccc(C(C)(C)C)cc2)sc2c1C(C(=O)OC)CC2 (configuration not stated)
 : 6% | ? | . | -1% | ? | 8.9µM* | . | .

The list goes on; it opens with the 3 that closed the last part.
Screens in order – TRb-SRC2 inh | Tau fibril FP | RECQ1 inh | TexasRed fluor | Tau fluor counter | Tau fibril ThT | HTT ATP protect | L3MBTL1 inh
13. Cc1ccc(S(=O)(=O)N2CCOCC2)cc1C(=O)N1CCN(S(=O)(=O)c2cccs2)CC1
 : 4% | -16% | 8% | -1% | -6% | 1% | 6%[10 µM] | .
14. O=C(N=C1SCC(=O)N1c1ccccc1Cl)c1ccco1
 : 28% | 0% | 18µM* | ? | -10% | -15% | -20% | -18%
15. COC(=O)c1c(NC(=O)CCCOc2ccc(C(C)(C)C)cc2)sc2c1C(C(=O)OC)CC2 (configuration not stated)
 : 6% | ? | . | -1% | ? | 8.9µM* | . | .
16. CC(=O)Nc1ccc(S(=O)(=O)NCC2CCC(C(=O)NCCCOC(C)C)CC2)cc1 (configuration not stated)
 : -5% | 0% | . | -1% | 11% | 8% | . | .
17. Cc1ccc(C)c(Cn2nnc3c(=O)[nH]c(C4CCCN(C(=O)C5CCC5)C4)nc32)c1 (configuration not stated)
 : -7% | -6% | -6% | -4% | -6% | ? | 10%[10 µM] | 5%
18. CC(C)(C)OC(=O)N1CCC(c2c(C(=O)N3CCN(c4ncccn4)CC3)cnn2-c2cccc(F)c2)CC1
 : 4% | -1% | . | -2% | -15% | -16% | . | .
19. Cc1cc(C(F)F)n2nc(C(=O)NCc3ccccc3F)nc2n1
 : -4% | -2% | i | -1% | 4% | -1% | 4% | 2%[11.4 µM]
20. COc1nc(-c2ccccc2)ccc1-c1noc(-c2ccccc2)n1
 : 3% | -10% | i | 3% | -14% | ? | 0% | .
21. O=S1(=O)CCC(NC(=S)NC2CCS(=O)(=O)C2)C1 (configuration not stated)
 : -3% | 1% | 7% | -2% | 4% | 6% | -28%[10 µM] | 2%
22. Cc1noc(C)c1COC(=O)CNC(=O)c1ccc(Cl)cc1
 : -8% | 4% | 6% | 0% | -2% | -3% | -11% | 22%
23. CC1=C(C)NC(=S)SC1
 : 0% | -3% | -7% | 2% | 2% | ? | 15% | 9%
24. COC(=O)C(NC(C)=O)(Nc1cc(C)ccn1)C(F)(F)F (configuration not stated)
 : 1% | 0% | 0% | 2% | 0% | -6% | 15%[10 µM] | 5%
25. Cc1ccc(C)c(NC(=O)CCC(=O)NNC(=O)c2cccc([N+](=O)[O-])c2)c1
 : -6% | 5% | -9% | 1% | -3% | -12% | 8%[10 µM] | 4%
26. O=C(CSc1c2c(nc3ccc(Cl)cc13)CCCC2)N1CCN(c2cccc(Cl)c2)CC1
 : -5% | -13% | . | -1% | -7% | ? | . | .
27. COCC(=O)Nc1ccccc1-c1ccccc1
 : -2% | 2% | i | 2% | -3% | 1% | . | 0%
28. CCCC(=O)NC(Nc1cccc(C(F)(F)F)c1)C(Cl)(Cl)Cl (configuration not stated)
 : -3% | 1% | 11% | 5% | 3% | 1% | -36% | 7%
29. CCCCOc1ccc(C(=O)NCCc2sc(-c3cccc(F)c3)nc2C)cc1
 : -4% | -6% | . | 4% | -15% | ? | . | .
30. Cc1ccc(-n2nc(C(=O)N(C)Cc3ccccc3)c3c4ccccc4n(C)c3c2=O)cc1
 : 4% | -17% | . | 1% | -22% | -14% | . | .
31. CCOc1cc(S(=O)(=O)N2CCCCC2)ccc1F
 : -21% | 2% | i | 1% | -4% | -4% | -10% | .
32. COC(=O)c1ccc(NC(=O)c2cnc3scc(C)n3c2=O)cc1
 : 3% | -2% | i | 0% | 7% | 4% | 7%[10 µM] | 5%
33. CC1CCC(n2c(=S)[nH]c3ccccc3c2=O)CC1 (configuration not stated)
 : -4% | -13% | 17% | -2% | ? | -16% | -17% | -3%
34. COc1cccc(N)c1
 : 0% | . | 10% | -2% | . | . | -21% | .
35. Cc1ccc(NC(=O)Cn2nnc(C(=O)NCCc3ccccc3)c2N)cc1
 : -4% | -7% | . | -2% | -13% | -8% | . | .
36. O=S(=O)(Cc1ccccc1)NCc1ccccn1
 : -1% | 1% | -13% | -3% | 3% | -2% | 19% | .
37. CCN(Cc1cc2cc(C)ccc2[nH]c1=O)S(=O)(=O)c1ccccc1
 : 2% | 1% | -2% | 2% | -7% | 2% | -11%[10 µM] | -2%
38. Cc1ccccc1C(=O)Nc1ccccc1C(=O)OCc1cc(=O)n2ccsc2n1
 : 6% | -6% | . | -1% | -7% | -1% | . | .
39. CCCCOc1ccc(/C(O)=C2/C(=O)C(=O)N(CCCOC)C2c2ccncc2)cc1 (configuration not stated)
 : -13% | 5% | -2% | -1% | 1% | -4% | 13%[0.074 µM] | 3%
40. Cc1ccccc1CNC(=O)c1ccc2c(c1)c(C)c(C)n2C
 : -8% | 10% | . | 1% | -22% | -16% | . | .
41. COc1ccc2[nH]c(=O)c(CN(C(=O)c3cccnc3)c3ccccc3)cc2c1
 : 4% | 2% | i | -7% | -8% | -7% | 5% | .
42. Cc1ccc(-n2cc3c(=O)n(C)c(=O)n(C)c3c2)cc1C
 : 0% | 5% | 8% | 4% | 2% | -14% | -3% | -4%
43. CCOc1ccc(-c2cc(-c3nc(-c4cc(OC)c(OC)c(OC)c4)no3)[nH]n2)cc1
 : -6% | -4% | . | -2% | -25% | ? | . | .
44. O=C(CSc1nc2ccccc2c(=O)n1Cc1ccc(Cl)cc1)NCc1cccs1
 : -1% | 4% | 5% | -1% | 1% | 7% | 0%[10 µM] | 6%
45. Cc1ccc(NC(=O)c2ccccn2)c(Br)c1
 : 4% | 4% | 3% | -4% | -18% | ? | -18% | .

Structural class, the entries above with a CF3 group.
Screens in order – TRb-SRC2 inh | Tau fibril FP | RECQ1 inh | TexasRed fluor | Tau fluor counter | Tau fibril ThT | HTT ATP protect | L3MBTL1 inh
24. COC(=O)C(NC(C)=O)(Nc1cc(C)ccn1)C(F)(F)F (configuration not stated)
 : 1% | 0% | 0% | 2% | 0% | -6% | 15%[10 µM] | 5%
28. CCCC(=O)NC(Nc1cccc(C(F)(F)F)c1)C(Cl)(Cl)Cl (configuration not stated)
 : -3% | 1% | 11% | 5% | 3% | 1% | -36% | 7%

The list continues.
Screens in order – TRb-SRC2 inh | Tau fibril FP | RECQ1 inh | TexasRed fluor | Tau fluor counter | Tau fibril ThT | HTT ATP protect | L3MBTL1 inh
46. COc1ccc(CNC(=O)C2COc3ccccc3O2)c(OC)c1 (configuration not stated)
 : 10% | -1% | -11% | 1% | -7% | -10% | -10% | -3%
47. COc1ccc(C2=NN(C(=O)CN3CCCC3)C(c3ccc(OC)cc3)C2)cc1 (configuration not stated)
 : -1% | 3% | -2% | 1% | -9% | -16% | 18%[10 µM] | -8%
48. O=C(Nc1ccc(N2CCCCC2)cc1)C(Cl)c1ccccc1 (configuration not stated)
 : -2% | 3% | i | -5% | 3% | 10% | -26% | -41%
49. O=C(CSC(=S)N1CCCCC1)Nc1ncc2c(n1)CC(c1ccco1)CC2=O (configuration not stated)
 : -10% | 11% | ? | 0% | 2% | -9% | -18%[10 µM] | -29%

From PubChem
